Hsp70 displacement: small molecules displacing fluorescent ligand from Hsp70 – biochemical, fluorescence polarization, primary screen (AID 583) | Hsp70 fluorescence polarization probe displacement, mP; higher % means a stronger effect | displacement, % at 20 µM; hits with a dose series show IC50 in µM | hit rate 0.06% among 140,000; in the data active means displacement above about 50%;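 further: plate controls were vehicle for no effect and reference ligand for full effect; a part of the inactive calls stands beside numbers as strong as those of hits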
MKP-3 inhibition: inhibition of rat DUSP6 enzyme activity – biochemical, in vitro, primary screen (AID 425); recombinant MKP-3 phosphatase activity, fluorescence; higher % means a stronger effect; hit rate 0.17% among 110,000; one-dose inhibition, % at 20 µM; IC50 in µM for titrated hits; in the data active means inhibition above about 50%;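 further: plate controls were vehicle for no effect and reference inhibitor for full effect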
Numbers without * were called inactive; . = no result given; & = joins results of further samples.

Hsp70 displacement	MKP-3 inhibition	SMILES
1.1%	6.0%	O=S(=O)(c1ccc(NC(=S)Nc2ccc(F)cc2)cc1)N1CCc2ccccc21
3.5%	-0.3%	COc1ccc(C(=O)Nc2ccc3nn(-c4ccc(F)cc4)nc3c2)cc1OC
1.4%	-4.6%	CCCOc1ccccc1NC(=O)c1ccc(N)cc1
5.5%	.	O=c1cc(O)c(-c2ccccc2)c(Cl)[nH]1
8.8%	-7.0%	C=CCSc1nnc(Cn2c(=O)sc3ccccc32)n1C
-4.2%	-0.5%	CCN1C(=O)/C(=C\c2ccc(-c3ccc(C(=O)OC)cc3)o2)SC1=S
5.3%	5.1%	COc1cccc(NC(=O)c2ccc(OC)c(Br)c2)c1
1.4%	-3.6%	COc1ccc2c(c1OC)C(=O)OC2Nc1ccccc1S(=O)(=O)C(F)F (configuration not stated)
.	2.2%	Cc1ccccc1-c1nnc(-c2ccc(Cl)cc2)o1
2.5%	.	O=C(NCc1ccccc1)c1csc2c1CCCCC2
0.6%	2.7%	COc1ccc(NC(=O)COc2ccc(Cl)cc2Cl)cc1
-2.5%	5.5%	CCC1(C)CC(CCNCc2ccc(N(C)C)cc2)(c2ccccc2OC)CCO1 (configuration not stated)
4.1%	0.9%	Clc1cccc(Nc2nc3c(s2)CCCC3)c1
-3.4%	2.0%	COc1cccc(C(=O)NC(NC(=S)Nc2ccc(C)cc2)C(Cl)(Cl)Cl)c1 (configuration not stated)
3.1%	2.5%	COC(=O)c1cccc(NC(=O)CC(=O)c2ccccc2)c1
-5.2%	-9.5%	CCOc1ccc(C(=O)N2CCN(c3cccc(C)c3C)CC2)cc1
0.9%	5.7%	CC1CCN(c2ccc(C(=O)NCCc3ccccc3)cn2)CC1
0.2%	4.4%	O=C1CC(c2ccccc2)NC(=O)N1 (configuration not stated)
-85.5%	.	O=[N+]([O-])c1cccc(/C=C/c2nc(C=Nc3ccccc3)c(O)o2)c1
-1.1%	-7.8%	CC/C=N/OC(=O)c1c(F)c(F)c(F)c(F)c1F
6.7%&-0.3%	-4.9%&1.6%	Cc1nn(-c2ccccn2)c(C)c1Oc1ccccc1O
0.2%	0.0%	C=CCN1C(=O)/C(=C\c2ccc3c(c2)OCO3)SC1=Nc1ccccc1
0.7%	-7.7%	CCN(CC)c1ccc(NC(=O)CN2C(=O)CSc3ncccc32)c(C)c1
-1.0%	-10.4%	Cc1ccc(-c2noc(CCC(=O)N3CCN(c4cccc(C(F)(F)F)c4)CC3)n2)cc1
-1.8%	-1.0%	Cc1ccc(Cl)cc1N1CCN(C(=O)C2CCN(c3nnc(-n4cccc4)s3)CC2)CC1
4.5%	-12.1%	Cc1[nH]c(=O)[nH]c(=O)c1NC(=O)CSc1ncccc1-c1nc2ccccc2[nH]1
-1.8%	-1.9%	CCN(CC)CCCCCCOc1c(C)cccc1C
2.7%	-5.1%	Cc1cccc(CS(=O)(=O)Cc2ccc(C(=O)NCc3ccco3)o2)c1
-7.8%	-7.5%	COc1ccc(/C=N\n2nnc3ccccc32)cc1
-0.3%	4.8%	O=Cc1ccc(-c2cccc(OC(F)(F)F)c2)o1
-4.1%	-0.7%	COc1ccc(/C=C2/C=C(c3ccccc3)OC2=O)c(OC)c1
-4.1%	.	COn1c2c(c3c4nonc4ccc31)CCCC2
8.4%	.	O=C1C2CC=CCC2C(=O)N1Cc1ccccc1 (configuration not stated)
3.4%	3.1%	COc1ccc(-c2nnc3ccc(SCC(=O)N4CCCC4)nn23)cc1
-4.5%	4.2%	O=C1NC(=S)N/C1=C/c1cccc(OCc2ccccc2)c1
0.2%	.	Cc1ccc(NC(=O)c2ccc(S(=O)(=O)N3CCCCC3)cc2)cc1
-5.8%	.	COc1ccc(CCNc2nc(-c3sc(C)nc3C)cs2)cc1OC
1.2%	-0.1%	O=C(CN(CCc1ccccc1)S(=O)(=O)c1ccccc1)Nc1ccc(Cl)cc1Cl
-0.3%	-11.8%	CCOC(=O)CSc1nnc(C)c(=O)[nH]1
-3.4%&-7.4%	1.8%	CCO/C=C1\C(=O)N(CC)c2ccccc21
-5.8%	-6.5%	Cn1c2c(c(=O)[nH]c1=O)C(NC(=O)c1ccco1)(C(F)(F)F)C(=O)N2 (configuration not stated)
-2.8%	3.1%	Cc1ccc(N2C(=O)C=CC2=O)cc1[N+](=O)[O-]
-3.2%	-4.6%	O=C(CN1C(=O)COc2ccccc21)Nc1ccc(F)cc1
-2.8%	1.3%	CCC(Oc1ccccc1)C(=O)Nc1cc(C)on1 (configuration not stated)
6.3%	.	CCOC(=O)C1(C)/C(=N/Nc2ccc(Cl)cc2)C(=O)C(=O)N1c1ccccc1 (configuration not stated)
1.3%	-0.5%	Cc1ccc(S(=O)(=O)n2nnc3ccccc32)c(C)c1
-0.4%	-4.1%	CCN(Cc1ccccc1)C(c1ccncc1)c1nnnn1C(C)(C)C (configuration not stated)
2.6%	-6.1%	Cc1cccc(N2CC3=C(C2=O)C(c2ccccc2)NC(=O)N3C)c1 (configuration not stated)
-0.6%	-3.9%	CC1(C)CC(=O)C2=C(C1)OC(N)=C(C#N)C21C(=O)N(CN2CCOCC2)c2ccccc21 (configuration not stated)
3.1%	-11.1%	Cc1ccc(C(=O)N2CCN(S(=O)(=O)c3ccccc3[N+](=O)[O-])C2)cc1
4.2%	6.8%	Nc1cc(=O)nc(SCc2ccccc2)n1Cc1ccco1
2.7%	-4.1%	Cc1cccc(C)c1NS(=O)(=O)c1ccc(F)cc1
0.6%	1.2%	O=C(/C=C/c1ccccc1)NC(=S)Nc1ccc(N2CCOCC2)c(Cl)c1
0.4%	-9.2%	COc1cccc(Cn2c(NCc3ccco3)nc3c2c(=O)n(C)c(=O)n3C)c1
1.6%	-3.3%	CCCC1=NN(C(=O)c2ccc(Br)cc2)C(O)(C(F)(F)F)C1 (configuration not stated)
-1.8%	3.2%	CCOc1cc(C(=O)NCc2ccccc2OC)cc(OCC)c1OCC
3.2%	-2.4%	O=C(Nc1ccccc1O)c1ccccc1I
-1.7%	-2.8%	COc1ccc(C(=O)c2oc3ccccc3c2N)cc1
3.3%	-20.6%	Nc1nnc(CCN2C(=O)CSC2=O)s1
2.9%	-1.7%	CCOC(=O)c1ccccc1NC(=O)CN(c1cccc(Br)c1)S(=O)(=O)c1ccccc1

Entries of single compounds as entered above:
`O=C(/C=C/c1ccccc1)NC(=S)Nc1ccc(N2CCOCC2)c(Cl)c1` reads Hsp70 displacement: 0.6%; MKP-3 inhibition: 1.2%
`Cn1c2c(c(=O)[nH]c1=O)C(NC(=O)c1ccco1)(C(F)(F)F)C(=O)N2` (configuration not stated) reads Hsp70 displacement: -5.8%; MKP-3 inhibition: -6.5%

(more compounds)
Hsp70 displacement	MKP-3 inhibition	SMILES
1.5%	.	Cc1ccc(NC(=O)c2cc(NC(=O)C3CC=CCC3C(=O)O)ccc2N2CCOCC2)cc1Cl (configuration not stated)
0.2%	-7.2%	COc1ccc(C(C#N)(CCC#N)CCC#N)cc1OC
-0.3%	6.3%	COCc1cc(=O)[nH]c(SCC(=O)Nc2ccccc2)n1
8.8%	-3.5%	Cn1c(=O)c2c(nc(NCc3ccccc3)n2Cc2ccc(F)cc2)n(C)c1=O
-1.5%	0.8%	Cc1ccc(NC(=O)c2ccc3ccccc3n2)nc1
0.5%	1.4%	CNc1ccc(OC(F)F)cc1C(=O)c1ccccc1
-2.7%	2.2%	O=C(NCC1CCCO1)c1csc2c1CCCC2 (configuration not stated)
0.2%	2.1%	COc1ccc(OC)c(C2CC(O)(c3ccccc3OC)C(C)C(c3cc(OC)ccc3OC)N2)c1 (configuration not stated)
30.7%	1.3%	COc1ccc(-c2nc(CS(=O)CC(=O)NCc3ccccn3)c(C)o2)cc1 (configuration not stated)
2.0%	-8.0%	COc1ccccc1N1CCN(c2cc(=O)n(-c3ccc(Cl)cc3)c(=O)[nH]2)CC1
2.3%	10.2%	O=C(NCc1cccs1)c1cccnc1C(=O)O
1.0%	-6.4%	O=C(CCNC(=O)Cn1ccc2ccccc2c1=O)NCCN1CCN(c2ccccc2F)CC1
-6.1%	4.0%	COc1cc(NC(=O)COc2ccc(Cl)c(C)c2)ccc1NC(=O)c1ccco1
8.9%	3.4%	Cc1cc(C)cc(N(CC(=O)NC2CCCCC2)C(=O)CCC(=O)Nc2cc(C)ccn2)c1
9.0%	.	COc1ccc(-c2csc(NC(=O)c3ccco3)n2)cc1
.	4.0%	O=C(Nc1c(C(=O)N2CCOCC2)cnn1-c1ccccc1)c1ccco1
1.6%	-9.3%	Cc1ccc(C(=O)NCc2ccc(Cl)cc2)o1
1.8%	2.4%	CCCc1c(C)nc2ccc(C(=O)O)cc2c1SCC(=O)O
0.2%	.	CCOc1cccc2cc(C(N)=O)c(=NCc3ccccc3)oc12
-2.5%	7.6%	Cc1ccc(-c2nn(-c3cc(N4CCN(CCO)CC4)ccc3[N+](=O)[O-])c(=O)c3ccccc23)cc1C
3.8%	3.9%	C=C1c2ccc(C)cc2NC(=O)N1CC
10.6%	-0.4%	Cc1ccc(/C=C/C(=O)Nc2cccc(Cl)c2Cl)o1
5.3%	2.0%	O=C1S/C(=C/c2ccc3c(c2)OCO3)C(=O)N1CN1CCCC1
1.8%	6.1%	O=C1CSC(c2ccc(Cl)c(Cl)c2)N1CCN1CCCCC1 (configuration not stated)
-3.9%	0.8%	CCc1ccccc1NC(=O)c1ccc(CN(c2cccc(Cl)c2)S(C)(=O)=O)cc1
-1.8%	.	CCN(CC)c1nc(C(N)=O)cc(-c2ccccc2)n1
7.1%	.	Cn1cccc1C(=O)NC(=O)COC(=O)CC12CC3CC(CC(C3)C1)C2
-4.8%	5.4%	CCCCN1C(=O)C(O)(CC(=O)c2ccccc2OC)c2ccccc21 (configuration not stated)
-5.6%	1.8%	O=C(NCC1CCCO1)c1nn2c(c1Cl)NC(c1ccco1)CC2C(F)(F)F (configuration not stated)
8.1%	3.6%	CC(C)OC(=O)c1cc(=O)[nH]c2ccccc12

Filtered by structure: the compounds so far with a nitro group on carbon.
Hsp70 displacement	MKP-3 inhibition	SMILES
-85.5%	.	O=[N+]([O-])c1cccc(/C=C/c2nc(C=Nc3ccccc3)c(O)o2)c1
-2.8%	3.1%	Cc1ccc(N2C(=O)C=CC2=O)cc1[N+](=O)[O-]
3.1%	-11.1%	Cc1ccc(C(=O)N2CCN(S(=O)(=O)c3ccccc3[N+](=O)[O-])C2)cc1
-2.5%	7.6%	Cc1ccc(-c2nn(-c3cc(N4CCN(CCO)CC4)ccc3[N+](=O)[O-])c(=O)c3ccccc23)cc1C

4 compounds from above, ordered by heavy-atom count, ascending.
Hsp70 displacement	MKP-3 inhibition	SMILES
-1.5%	0.8%	Cc1ccc(NC(=O)c2ccc3ccccc3n2)nc1
9.0%	.	COc1ccc(-c2csc(NC(=O)c3ccco3)n2)cc1
3.5%	-0.3%	COc1ccc(C(=O)Nc2ccc3nn(-c4ccc(F)cc4)nc3c2)cc1OC
8.9%	3.4%	Cc1cc(C)cc(N(CC(=O)NC2CCCCC2)C(=O)CCC(=O)Nc2cc(C)ccn2)c1

(listing goes on)
Hsp70 displacement	MKP-3 inhibition	SMILES
-0.2%	-6.1%	CCc1nnc(NC(=O)c2cc3c(s2)CCCCC3)s1
2.7%	-14.3%	CSc1ccc(S(=O)(=O)NCc2ccccc2Cl)cc1
-3.1%	-28.6%	COc1cccc(CC(=O)Nn2c(C)nc3ccccc3c2=O)c1
1.6%	-3.0%	Cc1onc(-c2ccccc2Cl)c1C(=O)Nc1cccnc1
1.3%	4.4%	Cc1ccc(NC(=O)N2CCC(C(=O)NCCC3=CCCCC3)CC2)cc1
0.5%	-18.0%	Cc1ccc(NC(=O)CS(=O)CC(=O)NCC2OCCc3ccccc32)c(C)c1 (configuration not stated)
-0.7%	-10.3%	CCN(CC)CCN1C(=O)C(=O)/C(=C(/O)c2cccc(OC)c2)C1c1ccccn1 (configuration not stated)
.	-6.7%	O=C(Nc1ccc(C(=O)Oc2ccccc2)c(O)c1)c1ccco1
-0.2%&-1.3%	-1.3%	N#CC(c1ccc(O)cc1)N1CCOCC1 (configuration not stated)
-1.6%	-4.6%	CCCn1c(OC)nc2c1c(=O)n(C)c(=O)n2C
0.1%	-3.5%	O=c1[nH]cnc2c1oc1ccccc12
-1.2%	.	Cc1ccnc(NC(=O)c2ccccc2NC(=O)C(C)(C)C)c1
-2.0%	-4.2%	COC(=O)c1ccc(NC(=O)CN2CCN(S(=O)(=O)c3cc(Cl)ccc3OC)CC2)cc1
-0.3%	-8.2%	Cc1[nH]nc(-c2ccc(O)cc2O)c1Oc1ccccc1
2.7%	.	Brc1ccc(OCc2nc(-c3ccccn3)n[nH]2)cc1
1.6%	1.3%	COc1ccc(C(CC(=O)c2ccc(C)cc2)Nc2ccc(I)cc2)cc1OC (configuration not stated)
-1.0%	-0.6%	CCOC(=O)c1sc(NC(=O)COC(=O)c2ccco2)nc1C
1.6%	1.1%	CCOC(=O)c1c(NC(=S)NCc2ccccc2)sc2c1CC(C)(CC)OC2 (configuration not stated)
-1.6%	2.6%	Cc1cccc(NC(=O)c2cnccn2)c1C
1.6%	-0.1%	CC(C)=NNC(=O)CN(C1=NS(=O)(=O)c2ccccc21)c1ccccc1
2.0%	.	c1ccc(COc2ccc(OCCCNC3CCCC3)cc2)cc1
2.7%	-0.8%	COc1ccc(CN(CCCN2CCOCC2)C(=O)Nc2cccc(Cl)c2)cc1OC
-1.1%	-14.9%	O=C(Nc1ccc(NC(=O)C23CC4CC(CC(C4)C2)C3)cn1)c1ccco1
11.1%	-6.9%	COc1ccc(C(=O)N(Cc2ccco2)C(C(=O)NC2CCCC2)c2ccc(O)cc2)cc1OC (configuration not stated)
-1.6%	2.5%	CCC(=O)Oc1cc2oc(CC)c(-c3nc(C)cs3)c(=O)c2cc1CC
6.0%	-4.8%	Cc1cc(NC(=O)CSc2nnc3c4c(C)c(C)sc4ncn23)no1
5.0%	-0.2%	COc1ccc(/C=C2\SC(=S)N(CCCCCC(=O)N3CCN(C)CC3)C2=O)cc1
-3.8%	.	CC(=O)NCCn1c(SCc2ccc(C)cc2C)nc2ccccc2c1=O
-2.1%	5.1%	COCCNC(=O)/C(=C/c1ccco1)NC(=O)c1ccc(OC)cc1

A portion of the library; count on the stated rates, not on these rows.
